Pol kappa inh = blocks human DNA polymerase kappa activity | Q9UBT6 | purified Pol kappa, fluorescent DNA synthesis assay, 10 min | Potency, µM (doses to about 107 µM), for inactives: at the top dose activity, negative = inhibition, most hits filed as inhibitors | 400,000 compounds, 0.53% hits; also: potency is read from the fitted curve at half-maximal effect; % is scaled to controls: 0 for no effect and ±100 for the full control effect
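10 nM Pol kappa preincubated 15 min at room temperature with compounds, then reaction started with substrate at 50 nM final. Fluorescence read kinetically at 0 and 10 min; buffer-only wells served as negative control.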
ERG Ets-DNA blk = blocks human ERG Ets domain binding to DNA. P11308. fluorescence polarization, His-ERG Ets domain / labelled DNA. Potency, µM (titrated, usually from 76.9 µM), for the others: at the top dose FP activity, negative = inhibition, hits mostly inhibitors. 370,000 compounds, 0.028% hits; active = well fitted inhibition curve with a large enough effect in the polarisation, with a control signal flat; inconclusive = small, poorly fitted or top-dose-only effect, or effect the other way, or a change in a side signal; inactive = no such curve, though single readings can be large or run the other way; the % refers to the polarisation;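 also: polarization taken with two DNA probes labelled with fluorescein and Texas red; potency is read from the fitted curve at half-maximal effect; % of control where 0% means no effect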
Target sequence (P11308 whole entry, looked up, the tested form may be a part): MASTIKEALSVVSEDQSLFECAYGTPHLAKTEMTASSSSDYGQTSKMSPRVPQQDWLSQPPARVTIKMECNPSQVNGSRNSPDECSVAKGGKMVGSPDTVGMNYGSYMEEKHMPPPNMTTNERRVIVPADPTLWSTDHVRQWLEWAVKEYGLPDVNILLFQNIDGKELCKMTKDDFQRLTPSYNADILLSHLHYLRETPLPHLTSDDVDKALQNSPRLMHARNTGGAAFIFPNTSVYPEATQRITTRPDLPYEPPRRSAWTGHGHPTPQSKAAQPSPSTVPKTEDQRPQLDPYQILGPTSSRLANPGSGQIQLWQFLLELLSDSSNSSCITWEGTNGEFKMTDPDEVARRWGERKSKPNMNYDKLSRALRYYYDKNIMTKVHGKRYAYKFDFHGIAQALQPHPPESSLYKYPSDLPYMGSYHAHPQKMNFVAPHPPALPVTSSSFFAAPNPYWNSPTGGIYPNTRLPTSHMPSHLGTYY
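His-tagged ERG Ets domain (1 uM in the protein solution; 300mM KCl, 50mM Tris-HCl, 1mM EDTA, 1mM DTT, pH 7.5) received compound, then a probe mix of 5 nM fluorescein-DNA and 100nM Texas-615-DNA. Fluorescence polarization was read for both dyes.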
APE1 inh = inhibitors of human APE1 endonuclease; Potency, µM (series often up to 65.8 µM), for the others: at the top dose activity change, negative = inhibition, hits mostly inhibitors; recombinant APE1, TAMRA/BHQ-2 abasic DNA cleavage fluorescence; 350,000 compounds, 0.35% hits; P27695;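 also: potency is read from the fitted curve at half-maximal effect; plate controls were vehicle for no effect and reference inhibitor for full effect; nearly all actives have a fitted effect of over 55% in size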
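Kinetic fluorescence read (525 ex/598 em nm, three reads 60 s apart) of AP-site incision; signal = third minus first read. Enzyme 0.75 nM, dual-labelled THF duplex 50 nM, compound preincubation 15 min RT.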
ALOX12 inh = inhibitors of human 12S-lipoxygenase ALOX12; P18054; purified 12hLO, xylenol orange hydroperoxide absorbance; Potency, µM (titrated, usually from 108 µM), for inactives: at the highest dose activity change, negative = inhibition, most hits filed as inhibitors; 580,000 compounds, 1.1% hits; also: potency is read from the fitted curve at half-maximal effect; % is scaled to controls: 0 for no effect and ±100 for the full control effect
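Purified human 12hLO at 150 nM in 25 mM Hepes, 0.01% Triton X-100, pH 7.0, preincubated 15 min at room temperature with compound. Reaction started with 40 uM arachidonic acid, 30 min at room temperature. Hydroperoxide measured by Fe-xylenol orange, 573/405 nm absorbance ratio.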
BLM inh = Bloom syndrome helicase (human) inhibition; 350,000 compounds, 0.2% hits; recombinant BLM DNA unwinding, fluorescence dequenching; P54132; Potency, µM (doses to about 56.1 µM), for the others: at the top dose activity change, negative = inhibition, most hits filed as inhibitors;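 also: potency is read from the fitted curve at half-maximal effect; plate controls were vehicle for no effect and no enzyme for full effect; nearly all actives have a fitted effect of over 35% in size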
POLI inh = DNA polymerase iota (human) inhibition; Pol iota fluorescent replication assay, 10 min; AID 588590; 390,000 compounds, 1% hits; Potency, µM (top dose mostly 115 µM), for inactives: at the highest dose activity, negative = inhibition, hits mostly inhibitors; also: potency is read from the fitted curve at half-maximal effect
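Fluorescent replication assay read twice, at 0 min and 10 min after adding 50 nM (final) substrate. Enzyme (10 nM) and compounds were first incubated 15 min at room temperature; enzyme-free buffer wells were negative controls.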
TRHR ag = TRH receptor (human) agonism; P34981; TRHR cells, calcium flux fluo-8, FDSS agonist mode; activation, % at 2 µM; 360,000 compounds, 0.18% hits; AID 493084; in the data active = activation above about 30%; also: 0% is about no effect
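Fluo-8-loaded TRHR cells; 10 s baseline, compound added, kinetic Ca2+ fluorescence read 1/s, agonist mode.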
Anesthetic bind = binds horse apoferritin like a general anesthetic; P02791; 350,000 compounds, 0.074% hits; apoferritin/1-aminoanthracene competitive binding, fluorescence; Potency, µM (top dose mostly 77.5 µM), inactives show at the top dose activity change, negative = displacement, usual class: inhibitors; also: potency is read from the fitted curve at half-maximal effect; % is scaled to controls: 0 for no effect and ±100 for the full control effect; nearly all actives have a fitted effect of over 20% in size
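Read-out: endpoint 1-AMA fluorescence, excitation 380 nm and emission 535 nm, after compounds sit 10 min at room temperature with 10 uM horse-spleen apoferritin in 50% saturated 1-AMA/PBS. Values come from four-parameter Hill fits.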
POLB inh = DNA polymerase beta (human) inhibition. 340,000 compounds, 1.3% hits. Pol beta primer extension/strand displacement, fluorescence kinetic. Potency, µM (series often up to 114 µM), without a hit: at the highest dose activity change, negative = inhibition, most hits filed as inhibitors. P06746; also: potency is read from the fitted curve at half-maximal effect; % is scaled to controls: 0 for no effect and ±100 for the full control effect
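Values derive from four-parameter Hill fits of normalized kinetic data: reads at 0 and 10 min following addition of 50 nM substrate to 10 nM Pol beta preincubated 15 min with compound.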
The depositor's hits bear a star; ? = inconclusive; nt = not tested or not shown; & = joins results of further samples; [ ] = another dose, or the depositor's remark. Unless noted, calls follow the shape of the dose curve; as a rule, active = well fitted curve in the direction sought with a large enough effect; inconclusive = small, poorly fitted or top-dose-only effect, or another doubt; inactive = no such curve, though single readings can be large; an effect the other way counts as inactive or inconclusive. The list is partial; count on the stated rates, not on these rows.

SMILES	Pol kappa inh	ERG Ets-DNA blk	APE1 inh	ALOX12 inh	BLM inh	POLI inh	TRHR ag	Anesthetic bind	POLB inh
C[C@]12CC[C@@H]3C(=CCc4cc(O)ccc43)[C@@H]1CCC2=O	-7%[12 µM]	nt	4%[21 µM]	nt	2%[21.4 µM]	nt	nt	-5%[29.3 µM]	nt
Cc1cn([C@H]2C[C@H](O)[C@@H](CO)O2)c(=O)[nH]c1=O	4%&-10%[19.4 µM]	nt	?	nt	0%&3%	nt	nt	6%	nt
COc1cc(C(=O)NCCCCCC(=O)O)cc(OC)c1OC	3%[19.4 µM]	0%	13%	-7%	-2%&-11%	0%	1.4	-4%	60%[activator]
C[C@]12CC[C@H]3C(=CCc4cc(O)ccc43)[C@@H]1CCC2=O	-25%	22%	nt	?	-6%	-5%	-0.7	?	?
CCN(CC)S(=O)(=O)c1ccc(C(=O)O)cc1	2%	0%	-5%	2%	-2%&2%	?	0.5	-2%	8%

Reprinted at random: 2 records from the list.
SMILES	Pol kappa inh	ERG Ets-DNA blk	APE1 inh	ALOX12 inh	BLM inh	POLI inh	TRHR ag	Anesthetic bind	POLB inh
C[C@]12CC[C@H]3C(=CCc4cc(O)ccc43)[C@@H]1CCC2=O	-25%	22%	nt	?	-6%	-5%	-0.7	?	?
C[C@]12CC[C@@H]3C(=CCc4cc(O)ccc43)[C@@H]1CCC2=O	-7%[12 µM]	nt	4%[21 µM]	nt	2%[21.4 µM]	nt	nt	-5%[29.3 µM]	nt

Nothing new here: an excerpt of the list.
SMILES	Pol kappa inh	ERG Ets-DNA blk	APE1 inh	ALOX12 inh	BLM inh	POLI inh	TRHR ag	Anesthetic bind	POLB inh
Cc1cn([C@H]2C[C@H](O)[C@@H](CO)O2)c(=O)[nH]c1=O	4%&-10%[19.4 µM]	nt	?	nt	0%&3%	nt	nt	6%	nt
COc1cc(C(=O)NCCCCCC(=O)O)cc(OC)c1OC	3%[19.4 µM]	0%	13%	-7%	-2%&-11%	0%	1.4	-4%	60%[activator]

Filtered by structure: the compounds so far with a COOH group
SMILES	Pol kappa inh	ERG Ets-DNA blk	APE1 inh	ALOX12 inh	BLM inh	POLI inh	TRHR ag	Anesthetic bind	POLB inh
COc1cc(C(=O)NCCCCCC(=O)O)cc(OC)c1OC	3%[19.4 µM]	0%	13%	-7%	-2%&-11%	0%	1.4	-4%	60%[activator]
CCN(CC)S(=O)(=O)c1ccc(C(=O)O)cc1	2%	0%	-5%	2%	-2%&2%	?	0.5	-2%	8%

High-throughput results: PubChem BioAssay, National Center for Advancing Translational Sciences (NCATS)
